Screens as filed in PubChem.
Abeta rescue = restores growth of yeast expressing A-beta42 peptide; yeast expressing A-beta42, growth rescue, OD600, 48 h; response scale: 0% DMSO, 100% iron-clioquinol control; Potency, µM (titrated, usually from 46.1 µM), without a hit: at the highest dose growth rescue, hits mostly activators; actives 0.063% (n = 410,000); AID 1347071; further: potency means the concentration at half of the fitted maximal effect; nearly all actives have a fitted effect of over 55% in size
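Yeast growth medium received pinned compounds, then yeast cells expressing toxic A-beta were added; plates incubated at 30 C for 48 hr. Growth read as absorbance at 600 nm, normalized to DMSO and equimolar FeCl3 plus clioquinol controls.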
GLP-1R inv ag = acts as inverse agonist at human GLP-1 receptor | P43220 | HEK293 GLP-1R CRE-luciferase, luminescence, 24 h; GLP-1R form is constitutively active | Potency, µM (series often up to 38.3 µM), for the others: top-dose activity change, negative = inhibition, usual class: inhibitors | actives 1.6% (n = 410,000); further: potency means the concentration at half of the fitted maximal effect; on the % scale 0 is the no-effect control and ±100 the full control effect; nearly all actives have a fitted effect of over 55% in size
Target sequence (P43220 whole entry, looked up): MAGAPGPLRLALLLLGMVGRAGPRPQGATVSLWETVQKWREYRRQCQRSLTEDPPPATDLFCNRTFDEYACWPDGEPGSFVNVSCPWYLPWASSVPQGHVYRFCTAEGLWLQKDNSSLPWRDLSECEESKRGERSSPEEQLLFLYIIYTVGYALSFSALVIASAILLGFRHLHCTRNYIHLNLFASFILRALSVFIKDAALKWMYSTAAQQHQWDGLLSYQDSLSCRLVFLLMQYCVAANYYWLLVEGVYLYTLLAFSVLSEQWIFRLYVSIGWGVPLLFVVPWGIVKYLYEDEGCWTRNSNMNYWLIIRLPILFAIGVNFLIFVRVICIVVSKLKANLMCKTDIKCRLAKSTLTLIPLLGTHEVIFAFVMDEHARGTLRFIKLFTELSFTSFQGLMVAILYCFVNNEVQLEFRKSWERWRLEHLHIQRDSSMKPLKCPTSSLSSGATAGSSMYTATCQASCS
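Assay principle: reduced luminescence from a cAMP-responsive reporter in HEK293 cells co-expressing a constitutively active GLP-1R. Conditions: 24 hr compound incubation, 37 deg C, 5% CO2.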
PTHR1 agonist = PTHR1 (human) receptor agonism | Q03431 | HEK293 GP2 PTHR1 cells, GloSensor cAMP luminescence, 1 h | Potency, µM (top dose mostly 115 µM), without a hit: top-dose activation, actives largely listed as activators | actives 0.075% (n = 410,000) | AID 743266; further: potency means the concentration at half of the fitted maximal effect; nearly all actives have a fitted effect of over 55% in size; some results filed as inactive show a strong effect at the top dose; inactives centre near -15; many of its hits are not listed in these tables
Target sequence (Q03431 whole entry, looked up): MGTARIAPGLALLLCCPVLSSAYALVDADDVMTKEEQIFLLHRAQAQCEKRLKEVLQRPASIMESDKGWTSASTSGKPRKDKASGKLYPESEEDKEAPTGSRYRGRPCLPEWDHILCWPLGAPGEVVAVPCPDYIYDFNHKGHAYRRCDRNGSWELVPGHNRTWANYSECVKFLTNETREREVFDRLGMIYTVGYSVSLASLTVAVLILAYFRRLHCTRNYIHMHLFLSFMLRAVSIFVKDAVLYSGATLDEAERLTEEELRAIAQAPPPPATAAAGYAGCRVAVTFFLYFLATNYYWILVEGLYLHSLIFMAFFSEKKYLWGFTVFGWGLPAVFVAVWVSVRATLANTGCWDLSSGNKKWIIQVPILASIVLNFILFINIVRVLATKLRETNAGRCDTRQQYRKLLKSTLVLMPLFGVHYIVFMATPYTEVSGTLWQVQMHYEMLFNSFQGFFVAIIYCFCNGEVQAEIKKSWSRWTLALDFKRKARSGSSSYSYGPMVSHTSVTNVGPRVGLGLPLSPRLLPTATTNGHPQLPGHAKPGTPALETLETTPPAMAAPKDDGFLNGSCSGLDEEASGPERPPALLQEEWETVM
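HEK-293-derived GP2 cells expressing PTHR1 and a GloSensor cAMP reporter, 3,000/well, plated overnight, given luciferin plus IBMX (each 0.5 mM as added) for 1 h at 37 °C, then compound for 1 h at 37 °C. Luminescence was read after 15 min at room temperature.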
aSyn rescue = alpha-synuclein toxicity inhibition in yeast; Yeast expressing alpha-synuclein, growth rescue, BacTiter-Glo, 24 h; Potency, µM (highest dose often 46.1 µM), inactives show at the top dose growth rescue (activation), actives largely listed as activators; actives 0.14% (n = 370,000); AID 652106; further: potency means the concentration at half of the fitted maximal effect; % of control where 0% means no effect; nearly all actives have a fitted effect of over 65% in size
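Readout is rescue of growth in alpha-synuclein-expressing yeast, so inhibitors of toxicity appear as activators. Growth after 24 hr at 30 deg C in galactose medium is quantified by luminescence.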
TDP43 rescue = rescues yeast growth from TDP-43 toxicity | TDP-43 expressing yeast growth rescue, BacTiter-Glo, 24 h | Potency, µM (titrated, usually from 46.1 µM), for the others: at the top dose growth rescue (activation), most hits filed as activators | actives 1.8% (n = 410,000); further: potency means the concentration at half of the fitted maximal effect; % of control where 0% means no effect; nearly all actives have a fitted effect of over 50% in size
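Yeast cells expressing TDP-43 under galactose induction are exposed to compounds for 24 hr at 30 deg C. BacTiter-Glo luminescence measures growth, so protective compounds score as activators.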
FUS yeast rescue = rescues growth of FUS-expressing yeast. actives 0.24% (n = 390,000). Potency, µM (highest dose often 76.6 µM), for the others: at the highest dose growth rescue (activation), actives largely listed as activators. S. cerevisiae FUS-expressing, growth rescue, OD600, 24 h. AID 1347120;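 further: potency means the concentration at half of the fitted maximal effect; plate controls were DMSO vehicle for no effect and reference control for full effect; nearly all actives have a fitted effect of over 55% in size; some results filed as inactive show a strong effect at the top dose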
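Steps: raffinose overnight preculture; dilution to OD 0.005 in 2% galactose minimal medium; compound addition (concentration series); 24hr at 30C, 99% humidity; absorbance read at 600 nm.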
MmCpn inh = M. maripaludis TRiC chaperonin inhibition | purified Mm-Cpn ATPase, ADP Transcreener TR-FRET | Potency, µM (series often up to 76.9 µM), for inactives: top-dose activity, negative = inhibition, usual class: inhibitors | actives 0.031% (n = 330,000) | AID 504842; further: potency means the concentration at half of the fitted maximal effect; on the % scale 0 is the no-effect control and ±100 the full control effect; nearly all actives have a fitted effect of over 80% in size
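ATPase turnover read by TR-FRET ADP competition (Eu cryptate antibody/ADP-d2, 665/590 nm): 10uM ATP final, 25nM Mm-CPN final, 30 min 37degC after 10-min compound preincubation, pH 7.4 Tris/KCl/MgCl2/DTT buffer.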
HEK293 tox = cytotoxicity in counter-screen for GLP-1R inverse agonists. HEK293 cAMP-luciferase reporter cells, luminescence, 24 h. Potency, µM (titrated, usually from 38.3 µM), without a hit: at the top dose activity change, negative = inhibition, most hits filed as inhibitors. actives 0.13% (n = 410,000). AID 624418;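 further: loss of luciferase light is scored as toxicity; potency means the concentration at half of the fitted maximal effect; on the % scale 0 is the no-effect control and ±100 the full control effect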
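A 23 nL compound transfer followed 12 hours of cell culture at 37 deg C; exposure then lasted 24 hr. Luciferase assay detection reagent was dispensed and plates read for luminescence after a 12 min room-temperature wait.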
Akt phos inh = inhibitors of Akt phosphorylation. actives 0.32% (n = 360,000). AID 651550. activity change, % for hits at 50 µM. Neuro2A IGF-stimulated pAkt S473 HTRF, 20 min; active compounds read low; in the data active means activity change below about -80%; inconclusive means mostly about -51% to -80%; further: on the % scale 0 is the no-effect control and ±100 the full control effect
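Neuro2A cells (4,500/well, DMEM with 0.5% FBS) were treated with compound at a single 50 µM final concentration, stimulated with 6 nM IGF for 20 min at 37 °C, and lysed. Phospho-Akt Ser473 was read by HTRF as 665/615 ratio ×10^4.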
* marks the source's active call; other numbers are inactive results; i = inactive; ? = inconclusive; / = no result given; & = joins results of further samples; [ ] = dose if it differs, or a comment. Unless noted, the call rests on the fitted dose curve; in most records, active means well fitted curve in the direction sought with a large enough effect; inconclusive means small, poorly fitted or top-dose-only effect, or another doubt; inactive means no such curve, though single readings can be large; an effect the other way counts as inactive or inconclusive. Some of the compounds tested; the hit share may differ from the screen's.

nr	molecule	Abeta rescue	GLP-1R inv ag	PTHR1 agonist	aSyn rescue	TDP43 rescue	FUS yeast rescue	MmCpn inh	HEK293 tox	Akt phos inh
1	CCN(CC)C(=O)CSc1nc2sc3c(c2c(=O)n1-c1ccc(C)cc1)CC(C)(C)SC3	-16%	-20%	16%[57.5 µM]	-1%	-15%	19%	-8%	0%	i
2	CN1/C(=C\C=C(C#N)C#N)C(C)(C)c2ccccc21	8%	10%	i	3%	8%	-37%	1%	-17%	i
3	CC(O)C(NS(=O)(=O)c1ccc(Cl)cc1)C(=O)OCCOc1ccc(F)cc1 (configuration not stated)	8%	?	-51%[inhibitor]	-1%	17%	-12%	/	-2%	i
4	CCOC(=O)c1c(NC(=O)CN(C)C)sc(C(=O)N(CC)CC)c1C	-2%	17%	i	-2%	-3%	16%	-3%	-21%	i
5	O=C(CC1C(=O)NCCN1Cc1c(F)cccc1Cl)NCCCn1cccn1 (configuration not stated)	2%	12%	-3%	5%	-5%	-23%	1%	1%	i
6	O=c1c2sc3ccccc3c2[nH]c(=S)n1CCN1CCOCC1	-2%	13%	-5%	-3%	0%	21%	0%	23%	i
7	O=C(CCC(=O)n1ncc2ccccc21)N1CCCCC1	-4%	11%	i	-6%	2%	11%	0%	16%	i
8	CC(C)NCC(O)(c1ccc(Cl)cc1)c1ccc(Cl)cc1	5%	13µM*	i	2%	1%	8%	2%	-8%	i
9	CCN(C[C@H]1N[C@@](Cc2ccccc2)(C(=O)OC)[C@H]2C(=O)N(C)C(=O)[C@@H]12)C(=O)COc1ccccc1	-3%	4%	-24%	-4%	1%	-8%	-3%	1%	i
10	CCOc1cc(C(C(=O)NCC2CCCO2)N(C(=O)Cn2nnc3ccccc32)c2ccccc2OC)ccc1O (configuration not stated)	-18%	-14%	-2%	1%	-18%	-9%	2%	0%	i
11	Cc1ccc(C)c(NC(=O)CN2C(=O)c3cccc4cccc2c34)c1	-7%	-14%	-19%	/	9%	1%	/	-1%	/
12	O=C(Cn1c(=O)oc2cc(S(=O)(=O)N3CCCC3)ccc21)NCc1ccc(F)cc1	-26%&2%	-24%&-9%	-68%[inhibitor]	-2%&1%	-30%&1%	9%&-4%	0%	-4%&3%	i
13	C=CCSc1nnc2c(n1)OC=Nc1ccccc1-2	-18%	16%	i	-5%	-10%	6%	1%	6%	i
14	O=C(NCCCN1CCOCC1)c1onc(CSc2ccccc2)c1C(=O)NCCCN1CCOCC1	1%	21%	i	3%	0%	-28%	/	-1%	i
15	Cc1ccc(S(=O)(=O)/C(C#N)=C/c2c(N3CCOCC3)nc3c(C)cccn3c2=O)cc1	-10%	22%	-22%	0%	-1%	35%	-10%	-4%	i
16	CCc1ccc(/C=C/c2c([N+](=O)[O-])c(=O)n(C)c(=O)n2C)cc1	-7%	?	-57%[inhibitor]	19%	24%	-3%	-2%	-15%	i
17	Cc1cccn2c(CN(C)CC3Cc4ccccc4O3)c(C(=O)N3CCCCC3)nc12 (configuration not stated)	9%	8%	i	-4%	-7%	24%	1%	-2%	i
18	COc1ccc(S(=O)(=O)N2CCCCC2)cc1NC(=O)CN(C)C1CCCCC1	5%	?	-26%	0%	-8%	12%	-1%	2%	i
19	O=C(CCN1C(=O)C2CC=C(Cl)CC2C1=O)Nc1ccccc1O (configuration not stated)	-1%	3%	i	-5%	-1%	-9%	-1%	-14%	i
20	C=CCn1c(O)c(N=NC(=O)c2ccccc2NS(=O)(=O)c2cccs2)c2ccccc21	23%	-7%	-7%	-6%	11%	-26%	1%	-7%	i
21	CC(=O)c1ccc(OCCCC(=O)Nc2cccc(-c3nn[nH]n3)c2)cc1	-8%	-26%	-5%	1%	-15%	37%	2%	-19%	i
22	Cc1nc(SCC(=O)c2c(N)n(C3CC3)c(=O)[nH]c2=O)[nH]c(=O)c1CCO	0%	7%	-11%	-9%	-6%	2%	0%	-9%	i
23	Cc1ccc(N=Cc2c(O)cc(C)oc2=O)c(C)c1	-4%	-5%	i	1%	14%	-5%	0%	2%	i
24	O=C(NC1CC1)c1ccc(NS(=O)(=O)c2ccc(F)cc2)cc1	4%	-5%	i	2%	-15%	1%	1%	-22%	i
25	CCN1CCCC1CNC(=O)CCc1nc(-c2ccc(C)cc2)no1 (configuration not stated)	12%	?	i	-1%	-10%	8%	0%	18%	i
26	COc1ccccc1Cn1cc(C(=O)c2ccc(Cl)cc2)c(=O)c2cc3c(cc21)OCCO3	-15%	10%	18%	/	10%	-3%	/	2%	/
27	COc1ccc(/C=C/C(=O)Nc2ccc(N3CCOCC3)cc2)cc1	22%	2%	i	-1%	5%	-10%	0%	-3%	i
28	COc1ccccc1C=NNC(=O)C(=O)NN=Cc1ccccc1OC	7%	2%	i	-1%	-5%	-5%	/	-12%	i
29	O=c1c2cnn(-c3ccccc3)c2nc(-c2ccco2)n1-c1ccccc1	-26%	0%	-10%[57.5 µM]	7%	4%	?	-7%	-17%	i
30	CCn1c(=S)sc2c(=O)n(CC(=O)Nc3cc(OC)ccc3OC)c(C)nc21	7%	40%[activator]	-16%	0%	1%	-25%	1%	-5%	i
31	CCOC(=O)C1=C(C)Nc2ncnn2C1c1ccc2c(c1)OCO2 (configuration not stated)	19%	-7%	-4%[57.5 µM]	0%	-7%	0%	1%	7%	i
32	Nc1n[nH]c(C2CC2)c1N=Nc1ccc(Cl)cc1	-5%	?	i	2%	?	12%	-5%	-5%	i
33	COCCn1c(SCC(=O)NCC2CCCO2)nc2c(c1=O)SC(C)C2 (configuration not stated)	-6%	11%	i	-2%	14%	-1%	-1%	2%	i
34	O=C(NNS(=O)(=O)c1ccccc1)c1cccs1	-8%	-2%	i	0%	-13%	-10%	0%	16%	i
35	NC(=O)C1CCN(C(=O)c2ccc(CS(=O)(=O)c3c(Cl)cccc3Cl)o2)CC1	-7%	-7%	i	-4%	17%	-22%	0%	3%	i
36	CC(=O)/C(=N/Nc1ccccc1Cl)Sc1nnc(C(O)c2ccccc2)n1-c1ccccc1 (configuration not stated)	-9%	-10%	-29%	-1%	-2%	/	1%	-4%	i
37	CC1=C(C(=O)NCc2cccc(Br)c2)C2(CCCCC2)OC1=O	13%	?	-9%	/	18µM*	-4%	/	-14%	/
38	O=C(O)CCNC(=O)c1ccc(NC(=O)C(c2ccccc2)c2ccccc2)cc1	8%	-8%	i	-6%	27%	-7%	-1%	2%	i
39	CSc1ccccc1NC(=O)CCn1c(=O)oc2ccccc21	-2%	-10%	-37%[inhibitor]	8%	22%	12%	-6%	-4%	i
40	CN(C)c1ccc(NC(N)=S)cc1	-6%	-22%	-24%	-2%	1%	-22%	-4%	-26%	i
41	CC(C)(C)c1ccc(C(=O)N2CCN(c3nc4ccccc4o3)CC2)cc1	2%	1%	-35%[inhibitor]	-1%	17%	20%	0%	-8%	i
42	Cc1ccc(NC2CCCN(C(=O)c3c(C)noc3C)C2)cc1C (configuration not stated)	-13%	-3%	i	0%	10%	/	?	-11%	i
43	O=C1CCc2cc(S(=O)(=O)N3CCC(C(=O)NC4CCCc5ccccc54)CC3)ccc2N1 (configuration not stated)	-6%	26%	i	7%	5%	10%	3%	2%	i
44	CC(C)CN1C(=O)c2ccc(C(=O)Nc3c[nH]c(=O)[nH]c3=O)cc2C1=O	-19%	10%	i	-1%	19%	20%	1%	9%	i
45	CCOC(=O)CC(NC(=O)c1cc2cc(Br)ccc2oc1=O)c1cccc([N+](=O)[O-])c1 (configuration not stated)	8%	8%	i	4%	15%	-6%	0%	9%[1.53 µM]	i
46	NC(=O)C1=C(N=C2CCCCC2)CCCC1	10%	0%	i	-10%	0%	/	/	-7%	i
47	CCOc1ccc(NC(=O)Cn2c(=O)oc3cc(S(=O)(=O)N4CCC(C)CC4)ccc32)cc1	-18%	-11%	-19%	/	-2%	?	/	-3%	/
48	CC(=O)Nc1ccc(S(=O)(=O)NCCS(=O)(=O)N2CCN(c3ccccc3)CC2)cc1	7%	?	-28%	-1%	-1%	23%	-2%	-4%	i
49	CCSc1ccc(-c2cccc([N+](=O)[O-])c2)nn1	1%	9%	-12%	5%	?	-10%	-2%	2%	i
50	COC(=O)COc1ccc2c(=O)c(-c3ccccc3)coc2c1	-2%	15%	-1%	-2%	1%	22%	0%	-6%	i
51	O=C(OCCN1C(=O)c2ccccc2C1=O)c1cnccn1	2%	1%	-14%	?	0%	28%	2%	4%	i
52	Cn1c(=O)oc2ccccc2c1=O	5%	11%	-1%	3%	-4%	-10%	/	-16%	i
53	COC(=O)[C@@]1(Cc2ccc(F)cc2)[C@H]2c3cc(C(=O)N(C)C)n(CC4CC4)c3C[C@H]2CN1C(=O)c1ccccc1	-15%	?	6%	9%	9%	25µM*	/	0%	i
54	O=S(=O)(c1ccc(Cl)cc1)N1CCC(n2cccc2)CC1	-19%	-24%	-11%	14%	12%	-14%	1%	8%	i
55	O=C(COC(=O)c1cccc(S(=O)(=O)N2CCOCC2)c1)Nc1ncc(C(F)(F)F)cc1Cl	-6%	-6%	-14%	-12%	11%	21%	1%	0%	i
56	COc1cccc(Nc2nc(C(N)Cc3ccc(C(F)(F)F)cc3)cs2)n1 (configuration not stated)	-1%	?	?	-26%	27%	28%	/	-14%	i
57	COc1ccccc1-c1nnc(SCC(=O)c2c(N)n(C3CC3)c(=O)[nH]c2=O)o1	-6%	-4%	i	-4%	5%	-7%	3%	8%	i
